IL1B secr inh: inhibitors of inflammasome signaling (IL-1 beta secretion) | 360,000 tested, 4.7% active | THP-1 LPS/ATP IL-1B secretion, AlphaLISA, 16 h; stronger effect = lower value | activity change, % at 57.5 µM | AID 743279; in the data active = activity change below about -50%; inconclusive = mostly about -30% to -49%; also: % is scaled to controls: 0 for no effect and ±100 for the full control effect
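Secreted IL-1B measured by AlphaLISA bead assay after 16 h compound exposure of THP-1 cells; compounds (final up to 57.5 uM) added 1 h before LPS (250 ng/mL) and ATP (1.25 mM) stimulation; lower signal means less secretion.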
ATXN2 expr inh: inhibitors of ATXN2 expression. HEK-293 ATXN2-luciferase reporter, luminescence, 24 h. Potency, µM (titrated, usually from 57 µM), for the others: at the top dose activity change, negative = inhibition, actives largely listed as inhibitors. 360,000 tested, 0.72% active. AID 1745845; also: potency is read from the fitted curve at half-maximal effect; % is scaled to controls: 0 for no effect and ±100 for the full control effect; nearly all actives have a fitted effect of over 55% in size
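qHTS (up to 57 uM final) was run with 24 h compound exposure of reporter cells at 37 °C. Each well was multiplexed: SteadyGlo luminescence measured ATXN2-luciferase expression after a fluorogenic Gly-Phe-AFC viability readout (25 uM final).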
Nrf2 activator: activators of Nrf2 (ARE) signaling | AREc32 ARE-luciferase reporter (MCF7-derived line), luminescence, 24 h | Potency, µM (doses to about 46.1 µM), for inactives: at the highest dose activation, most hits filed as activators | 410,000 tested, 0.31% active; also: potency is read from the fitted curve at half-maximal effect; % of control where 0% means no effect; nearly all actives have a fitted effect of over 65% in size
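AREc32 cells carrying an ARE-driven firefly luciferase, 1000 cells/well in OPTI-MEM with 5% FBS, dosed after overnight attachment and incubated 24 hr at 37 deg C. Steady-Glo luminescence read after 30 min at RT.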
MCF10A rerep: induces DNA re-replication in MCF 10a normal breast cells; 350,000 tested, 2.9% active; MCF 10A DNA re-replication, Hoechst nuclear intensity, 48 h; AID 624296; Potency, µM (top dose mostly 46.1 µM), without a hit: top-dose activity, positive = re-replication, usual class: activators; also: potency is read from the fitted curve at half-maximal effect; % of control where 0% means no effect; nearly all actives have a fitted effect of over 50% in size
ATXN viability: viability counter-screen for ATXN expression inhibitors | AID 651635 | 400,000 tested, 0.49% active | Potency, µM (series often up to 56.7 µM), most hits filed as cytotoxic | S2 cells (HEK-293 line with an ATXN2-luciferase reporter) viability, CellTiter-Fluor protease fluorescence, 24 h; also: potency is read from the fitted curve at half-maximal effect; nearly all actives have a fitted effect of over 40% in size
HepG2 viability: kills HepG2 cells in TGF-b inhibitor counter-screen. 410,000 tested, 0.76% active. Potency, µM (series often up to 46.1 µM), without a hit: top-dose activity change, negative = cytotoxicity, most hits filed as cytotoxic. HepG2 CAGA-GFP viability, ATP luminescence, 18 h; also: potency is read from the fitted curve at half-maximal effect; some results filed as inactive show a strong effect at the top dose
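CellTiter-Glo luminescence gave cytotoxicity after 18 hours at 37 degrees C. The cells were HepG2 CAGA-GFP in 1% FBS DMEM, stimulated with 500 pg/mL TGF-beta after compound addition. %Activity was normalised to no-cell wells (complete cell-killing) and DMSO (no toxicity), and curves were fitted and classified.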
TGFb inhibitor: blocks TGF-b signaling; HepG2 CAGA-GFP TGF-b/SMAD3 reporter, GFP fluorescence, 18 h; TGF-beta stimulated, 500 pg/mL final; Potency, µM (highest dose often 46.1 µM), without a hit: at the top dose activity, negative = inhibition, hits mostly inhibitors; 410,000 tested, 1.2% active; AID 588855; also: potency is read from the fitted curve at half-maximal effect; % is scaled to controls: 0 for no effect and ±100 for the full control effect; nearly all actives have a fitted effect of over 65% in size
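Per well, imaged GFP fluorescence of HEPG2 CAGA-GFP cells gives the signal; cells get compound, then TGF-beta (500 pg/mL final), 18 h at 37 degrees C; %Activity versus -TGF-beta and +DMSO controls.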
Nrf2 block: blocks Nrf2 signaling | A549 ARE-Fluc reporter, luciferase luminescence, 18-24 h | 360,000 tested, 2.1% active | Potency, µM (doses to about 46 µM), inactives show at the top dose activity change, negative = inhibition, hits mostly inhibitors; also: potency is read from the fitted curve at half-maximal effect; % is scaled to controls: 0 for no effect and ±100 for the full control effect; nearly all actives have a fitted effect of over 60% in size
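A549 ARE_Fluc cells, 5000/well, 5% FBS OPTI-MEM; compounds in dose-response, 18-24 h at 37 °C/5% CO2; CellTiter-Fluor viability read (Ex 405/Em 525), then BugLite luciferase luminescence = Nrf2 activity.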
A549 viability: A549 cytotoxicity, counter-screen for Nrf2 inhibitors; A549 ARE-Fluc cells, CellTiter-Fluor viability, 18-24 h; 390,000 tested, 0.16% active; Potency, µM (series often up to 46 µM), for inactives: at the highest dose activity change, negative = cytotoxicity, most hits filed as inhibitors; also: potency is read from the fitted curve at half-maximal effect; % is scaled to controls: 0 for no effect and ±100 for the full control effect
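A549 ARE-Fluc cells in 5% FBS OPTI-MEM, 5000 cells/well, rested 2 h then exposed to compounds in concentration-response for 18-24 h at 37 °C. Viability by CellTiter-Fluor fluorescence (Ex 405/Em 525) after 30 min; luciferase luminescence (BugLite, 15 min, RT) read afterwards.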
Starred values were filed as active, the others as inactive; i = inactive; ? = inconclusive; . = no result given; [ ] = dose if it differs, or a comment. Unless noted, calls follow the shape of the dose curve; as a rule, active = well fitted curve in the direction sought with a large enough effect; inconclusive = small, poorly fitted or top-dose-only effect, or another doubt; inactive = no such curve, though single readings can be large; an effect the other way counts as inactive or inconclusive. Not all compounds are listed. The share of hits here may be higher or lower than overall.

SMILES | IL1B secr inh | ATXN2 expr inh | Nrf2 activator | MCF10A rerep | ATXN viability | HepG2 viability | TGFb inhibitor | Nrf2 block | A549 viability
Cc1oc(-c2cccc(Cl)c2)nc1CN1CCC(C(=O)NCCCN2CCN(c3cccc(Cl)c3)CC2)CC1 | . | -5% | 6.3% | . | ? | -30% | -8% | 10% | -5%
CN(C)CCN=Cc1c(O)n(Cc2ccc3c(c2)OCO3)c(=S)[nH]c1=O | 8 | 0% | -0.6% | 2% | i | -27% | 13% | -18% | -8%
O=C(Cc1ccccc1)OCCNC(=O)c1cccnc1 | 24 | -8% | 0.0% | -2% | i | -7% | -2% | 3% | 1%
Cc1oc(-c2ccc(Cl)cc2)nc1CN1C(=O)CN=C(c2ccccc2)c2ccccc21 | . | ? | -2.0% | . | ? | -94% | 20µM* | 1% | -9%
CC1=CC(=O)NP(=O)(Oc2ccc3ccccc3c2)N1 (centres undefined) | 24 | 2% | 14% | 1% | i | -13% | ? | -6% | -7%
CC1CN=C(Nc2ccccc2)S1 (centres undefined) | 6 | 3% | -0.7% | -3% | i | 7% | 3% | 4% | 0%
COc1cc(/C=C2/C(=O)NC(=O)N(c3ccccc3)C2=O)ccc1O | 0 | -20% | 0.2% | -4% | i | 0% | -1% | -2% | 7%
COC(=O)C1=C(c2cc3ccccc3o2)C[C@@H]2CC[C@H]1N2C(=O)N1CCOCC1 | 45 | -12% | -2.2% | ? | ? | 0% | ? | 19% | 2%
Clc1ccccc1CNCCc1c[nH]c2ccccc12 | -7 | . | 0.3% | . | ? | -35% | -16% | . | .
O=C(NC(=O)N1CCC2(CC1)OCCO2)c1ccc(Cl)cc1 | 2 | -6% | 0.0% | -1% | i | 1% | 10% | 1% | 0%
COC(=O)C1=C(c2c(C)noc2C)C[C@@H]2CC[C@H]1N2C(=O)NCCCOC(C)C | 26 | 2% | 0.2% | 3% | i | -8% | -3% | -8% | -13%
COC(=O)C1=C(c2cc3ccccc3s2)C[C@@H]2CC[C@H]1N2C | -9 | 18% | 0.9% | 4% | i | -24% | -9% | 6% | 2%
CCCC1=C(C(=O)OCC)C2(C(=O)Nc3ccc(C)cc32)C(C#N)=C(N)O1 (centres undefined) | 14 | 2% | -0.7% | 2% | i | -3% | -29% | 1% | ?
CCOC(=O)c1c(N)n(CCN2CCCCC2)c2nc3ccccc3nc12 | -83* | ? | 4.4% | ? | ? | 11% | -4% | 13% | ?
O=C(CSc1ccccc1)N1CCC2(CC1)OCCO2 | 26 | 9% | 0.2% | 5% | i | -23% | -15% | ? | -2%
CCCC(CCC)C(=O)OC1C[C@H]2CC[C@@H](C1)[N+]2(C)C (some centres undefined) | 24 | -7% | 0.6% | ? | i | -3% | 3% | 7% | -1%
CCN(CC)C(=O)c1ccc(N2C(=O)C3CC=C(Cl)CC3C2=O)cc1 (centres undefined) | 25 | 3% | 0.0% | -1% | i | -2% | 14% | 15% | 11%
O=c1[nH]c(=O)n(-c2ccccc2F)c(O)c1/C=C1\C=Nc2ccccc21 | 46 | . | 15% | 1% | i | -56% | ? | 1% | -1%
Cn1c(=O)oc2cc(S(=O)(=O)NCCC(=O)NCCc3ccc(Cl)cc3)ccc21 | 30 | -1% | 0.2% | 4% | i | -96% | ? | -19% | 17%
COc1ccc(NC(=O)c2cn(CCC#N)nc2-c2cccc([N+](=O)[O-])c2)cc1 | -9 | 0% | -0.7% | -1% | ? | 8% | 9% | -9% | 0%
COc1cc2c(cc1O)C[C@H]1c3c(cc(O)c(OC)c3-2)CCN1C | 0 | 0% | -0.2% | ? | ? | 2% | 30% | 5% | 2%
O=c1c2ccccc2nc(/C=C/c2ccccc2F)n1-c1ccccc1O | -87* | 9% | ? | 32% | i | -27% | ? | -27% | 1%
CC(C)=CCN1CC[C@@]2(C)c3cc(O)ccc3CC1C2C (some centres undefined) | -10 | -9% | 0.3% | 0% | i | 1% | -6% | -4% | 0%
CCC(=Nc1ccccc1NC(C)=O)c1c(O)n(C)c(=O)n(C)c1=O | 8 | 4% | 0.1% | -1% | i | 5% | 4% | 9% | -3%
COc1ccc(-c2nnc3sc(C4CCCCC4)nn23)cc1OC | ? | -6% | 0.5% | -183%[0.0737 µM] | i | 0% | -1% | ? | -10%
COc1ccccc1-n1c(O)c(C=NCCCn2ccnc2)c(=O)[nH]c1=O | 8 | 9% | 0.1% | 3% | i | 3% | -24% | -4% | -18%
COc1cccc(N2C(=O)CC(=O)NC2=O)c1 | -6 | -2% | -0.4% | 7% | i | -18% | 19% | 18% | -4%
COc1cccc(-n2c(O)c(C=NCCN3CCOCC3)c(=O)[nH]c2=O)c1 | 23 | 2% | -0.2% | -7% | i | 8% | 12% | 23% | 0%
COc1cc(CN2CC=C(c3ccc(F)cc3)CC2)cc(OC)c1 | 9 | 1% | 0.5% | 18% | i | -46% | -2% | 9% | 7%
CN1CCN(Cc2ccc(N)cc2)CC1 | 27 | -16% | 0.2% | 8% | i | -5% | 5% | -3% | 2%
CCCCOc1nc2ccccc2c(=O)n1-c1ccccc1 | 11 | -8% | 2.1% | ? | ? | -11% | -14% | 5% | -8%
Cn1cc(C(=O)N2CCC3(CC2)OCCO3)c2c3ccccc3n(C)c2c1=O | 5 | 5% | 0.5% | -3% | i | -1% | 0% | 13% | -1%
O=C1CSC2N1CCNC21CCCCC1 (centres undefined) | 31 | 1% | -1.1% | 3% | i | 5% | 1% | ? | -3%
C[n+]1ccc(-c2ccncc2)cc1 | -4 | 8% | -0.3% | 3% | i | 3% | 19% | 7% | 1%
O=C(COc1ccc2ccccc2c1)N1CCN(CC2CC3C=CC2C3)CC1 (centres undefined) | -14 | -13% | -0.5% | ? | i | -31% | ? | -2% | -1%
C=C(C)CC1(CC)C(=O)NC(=S)NC1=O | -9 | -5% | -0.6% | -16% | i | -2% | -2% | 4% | 3%
COc1ccccc1N1CCN(Cc2cc(C)c(C)cc2O)CC1 | -20 | -14% | 5.7% | ? | i | -29% | 29% | ? | -6%
Cc1c(C)c2ccc(OCC(=O)N3CCC(C(=O)O)(c4ccccc4)CC3)cc2oc1=O | 27 | 3% | 0.1% | 1% | i | 1% | 15% | 7% | 1%
CC(C)OC(=O)Cc1ccccc1 | 3 | -1% | -0.3% | 0% | i | 1% | 9% | -16% | 0%
CC1CN(c2cc([N+](=O)[O-])ccc2Cl)CC(C)N1 (centres undefined) | 0 | 0% | -0.3% | 21% | i | -21% | -3% | -6% | -5%
Oc1cc2c(cc1CN1CCN(c3ccccc3)CC1)OCO2 | -15 | 2% | 5.0% | 4% | i | -22% | -14% | 13% | 1%
N[C@@H](Cc1c[nH]c2ccccc12)c1nnc(SCc2c(F)cccc2Cl)o1 | -2 | -16% | 0.2% | ? | i | -13% | 9% | -9% | 1%
CC(CCc1ccccc1)NCCC#N (centres undefined) | 33 | -6% | 2.4% | 2% | i | -16% | -9% | -8% | -12%
COc1ccc(S(=O)(=O)N2c3ccc(F)cc3CCC2C)cc1 (centres undefined) | 53 | . | -0.3% | 0.92µM* | ? | -28% | 6.3µM* | 15% | -13%
O=C1NC(=O)N(Cc2ccccc2)C(=O)/C1=C/C=C/c1ccco1 | -98* | ? | ? | 4.1µM* | 20µM* | -17% | 11µM* | -12% | -15%

An excerpt from above with just IL1B secr inh, A549 viability and ATXN2 expr inh.
| SMILES | IL1B secr inh | A549 viability | ATXN2 expr inh |
| --- | --- | --- | --- |
| O=c1[nH]c(=O)n(-c2ccccc2F)c(O)c1/C=C1\C=Nc2ccccc21 | 46 | -1% | . |
| Cn1c(=O)oc2cc(S(=O)(=O)NCCC(=O)NCCc3ccc(Cl)cc3)ccc21 | 30 | 17% | -1% |

(more compounds)
SMILES | IL1B secr inh | ATXN2 expr inh | Nrf2 activator | MCF10A rerep | ATXN viability | HepG2 viability | TGFb inhibitor | Nrf2 block | A549 viability
OC(CCCN1CCC(O)(c2ccc(Cl)cc2)CC1)c1ccc(F)cc1 (centres undefined) | ? | -20% | 0.8% | ? | i | -42% | 4% | ? | -1%
Cn1c(=O)n(CC(=O)N2CCC3(CC2)OCCO3)c(=O)c2ccccc21 | 4 | 13% | 0.5% | -14% | i | -16% | 1% | . | -2%
O=C(CNC(=O)c1cccs1)NCC(=O)OCC(=O)c1ccc([N+](=O)[O-])cc1 | 0 | 0%[11.3 µM] | 2.2% | ? | i | 1% | 7% | 20% | 3%
Cc1ccc(-c2nc3ccccc3c(=O)n2-c2cccnc2)cc1 | 38 | 4% | 0.2% | 1% | i | 6% | -5% | 8% | 8%
CC(Cc1ccccc1Sc1ccccc1)N(C)C (centres undefined) | ? | -13% | -0.3% | 9% | ? | -18% | -1% | 3% | 0%
Cc1ccc(S(=O)(=O)N2Cc3cc(-c4ccccc4)ccc3-n3nncc3C2)cc1 | 0 | -11% | -0.5% | . | i | -8% | ? | . | .
CN1C(=O)/C(=C/c2ccc(Cl)s2)C(=O)NC1=S | -97* | ? | -0.4% | ? | 16µM* | -20% | -14% | ? | -13%
Cc1ccc2c(c1)CC1(CN2C)C(=O)NC(=O)N(C(C)C)C1=O (centres undefined) | 59 | 4% | 2.2% | ? | i | 14% | -1% | ? | 6%
CCOC(=O)[C@]1(C#N)[C@@H]2C=CC(C(C)=O)=CN2[C@@H](C(N)=O)[C@@H]1c1ccsc1 | -4 | 1% | 6.6% | -1% | ? | -1% | 14% | . | -6%
CC(=O)NC(Cc1ccc(N(CCCl)CCCl)cc1)C(=O)NCC(=O)NCC(=O)O (centres undefined) | 4 | -27% | -0.7% | 9% | i | 8% | 11% | 16% | 2%

Source: PubChem
